NCI-60 one-dose screen, 48 h, at 10 µM unless noted. Numbers give growth in % (100 = growth as untreated, 0 = no growth, -100 = all killed).
EKVX: EKVX NSCLC. AID 1794765. hit rate 3% among 71,000
SK-MEL-5: SK-MEL-5 melanoma. AID 1794755. hit rate 6.4% among 80,000
M14: M14 melanoma. hit rate 6.2% among 80,000. AID 1794745
MALME-3M: MALME-3M melanoma; hit rate 5.8% among 78,000
UACC-257: UACC-257 melanoma; hit rate 4.4% among 78,000; AID 1794764
SK-MEL-2: SK-MEL-2 melanoma | hit rate 4.7% among 77,000
UACC-62: UACC-62 melanoma. hit rate 5.4% among 81,000
A549/ATCC: A549/ATCC NSCLC; hit rate 3.7% among 81,000
An asterisk follows results filed as active; . = no result given; & = joins results of further samples. Rule for the calls: active = growth percent below 10; inactive = the rest.

SMILES | EKVX | SK-MEL-5 | M14 | MALME-3M | UACC-257 | SK-MEL-2 | UACC-62 | A549/ATCC
N#Cc1nc(C(c2ccccc2)c2ccccc2)oc1NCCN1CCCCC1 | 97 | 92 | 93 | 82 | 103 | 104 | 100 | 99
CCCCC(CC)COCCCN (stereo unspecified) | . | 101 | 101 | 101 | 99 | 97 | 100 | 99
COc1ccc(Cc2nnc(Nc3nc4ccccc4s3)s2)cc1 | 96 | 97 | 102 | 100 | 100 | 107 | 90 | 99
Clc1ccc(C2SC=Cc3ccccc32)cc1 (stereo unspecified) | . | 103 | 98 | 100 | 105 | 93 | 113 | 93
CCOC(=O)c1c(NC(=O)C2CC2)nn(C)c1Nc1ccccc1 | 97 | 99 | 102 | 99 | 100 | 101 | 94 | 102
Cc1cccc(NC=O)c1 | 114 | 97 | 113 | 108 | 107 | 142 | 113 | 99
COc1cc(-c2ccc[nH]2)[nH]c1/C=C1\N=C(C)C(C(=O)CCCCC(=O)Nc2ccc(-c3c4nc(c(-c5ccccc5)c5ccc([nH]5)c(-c5ccccc5)c5nc(c(-c6ccccc6)c6ccc3[nH]6)C=C5)C=C4)cc2)=C1C | . | 101 | 110 | 114 | . | . | 107 | 99
Nc1[nH]c(=O)sc1N=Nc1cccc2c1C(=O)c1ccccc1C2=O | . | 99 | 96 | 98 | 95 | 97 | 93 | 90
CCCCCCn1c(-c2ccc(OC)c(OC3CCCC3)c2)nc(-c2ccccc2)c1-c1ccccc1 | . | 81 | 84 | 88 | 75 | 77 | 58 | 54
CC1Cc2cc(F)ccc2-n2cccc21 (stereo unspecified) | 107 | 109 | 111 | 101 | 101 | 104 | 110 | 104
COc1ccccc1CNC1CCCCC1 | 110 | 102 | 101 | 130 | 111 | 109 | 97 | 99
CC(=O)Nc1nc2c(c(N)c1C#N)C(c1cccc(Br)c1)C1=C(CC(C)(C)CC1=O)N2c1sc2c(c1C#N)CCCC2 (stereo unspecified) | 51 | 41 | 43 | 83 | 48 | 68 | 51 | 32
CC(C)CCC[C@@H](C)[C@H]1CCC2C3=CCn4c(=O)ccc(=O)n4C3CC[C@@]21C (stereo partly specified) | -82* | -100* | -98* | . | -79* | -57* | -98* | -79*
CCNc1nnc(CSc2nc3ccccc3c(=O)n2CCc2ccccn2)s1 | . | 74 | 102 | 108 | 95 | 106 | 85 | 101
Nc1n[nH]c2cccc(C#Cc3cccc(NC(=O)c4cc(F)cc(C(F)(F)F)c4)c3)c12 | 93 | 72 | 42 | 53 | 89 | 63 | 48 | 84
COc1ccc(/C=C2\CC/C(=C\c3ccc(OC)cc3)C2=O)cc1 | 106&91 | 96&101 | 103&103 | 107&97 | 97&90 | 92&115 | 90&102 | 88&98
Oc1ccc(-c2[nH]ncc2-c2c[nH]c3ccccc23)cc1 | . | 101 | 92 | 88 | 95 | 103 | 99 | 96
CC(=O)[C@H]1CC[C@H]2[C@@H]3CC[C@@H]4C[C@H](OC(=O)CCC(=O)O)CC[C@]4(C)[C@H]3C(=O)C[C@]12C | 88 | 106 | 103 | 94 | 95 | 115 | 99 | 94
CCCCCCCCc1ccc(O)c(Cl)c1 | 98 | 119 | 116 | 91 | 105 | 104 | 105 | 106
COCc1c(-c2ccc(NC(=O)Nc3cc(C(F)(F)F)ccc3F)c(F)c2)c2c(N)ncnn2c1CN1CCOCC1 | -25* | -79* | -41* | -37* | -9.8* | . | -39* | -19*
COc1ccc(-c2cc(-c3ccccc3)nc(SCCCC(=O)O)n2)cc1 | 98 | 95 | 101 | 109 | 104 | 103 | 101 | 98
O=C(Nc1cccc(-n2ccc3c(NC(=O)c4ccccc4)nccc32)c1)Nc1ccc(Cl)c(Cl)c1 | 94 | 41 | 77 | 79 | 91 | 96 | 69 | 68
O=c1[nH]c(=S)[nH]c2c1CN(CCCN1CCN(CCCN3CNc4[nH]c(=S)[nH]c(=O)c4C3)CC1)CN2 | 119 | 105 | 102 | 93 | 94 | 116 | 93 | 103
CCCc1ccc(N)cc1 | 99 | 97 | 82 | 118 | 86 | 109 | 85 | 95
COc1ccccc1NC(=S)/N=C/c1c(O)cc(C)oc1=O | 99 | 103 | 95 | 105 | 96 | 103 | 94 | 96

Gathered by group, those above containing an aryl thioether with sulfur outside any ring
SMILES | EKVX | SK-MEL-5 | M14 | MALME-3M | UACC-257 | SK-MEL-2 | UACC-62 | A549/ATCC
CCNc1nnc(CSc2nc3ccccc3c(=O)n2CCc2ccccn2)s1 | . | 74 | 102 | 108 | 95 | 106 | 85 | 101
COc1ccc(-c2cc(-c3ccccc3)nc(SCCCC(=O)O)n2)cc1 | 98 | 95 | 101 | 109 | 104 | 103 | 101 | 98

Additional results follow.
SMILES | EKVX | SK-MEL-5 | M14 | MALME-3M | UACC-257 | SK-MEL-2 | UACC-62 | A549/ATCC
CCCN1COC(OCC)C(C)(C)C1 (stereo unspecified) | . | 103 | 104 | 101 | 101 | 96 | 111 | 99
C=C(NC(C)=O)C(=O)O | 97 | 96 | 101 | 105 | 88 | 114 | 101 | 91
CCOC1c2ccccc2N(C)C(=S)N1c1ccccc1 (stereo unspecified) | 83 | 100 | 96 | 98 | 107 | 103 | 87 | 104
O=c1[nH]nc(SC2CCCCC2)c(=O)[nH]1 | 99 | 112 | . | 96 | 91 | . | 113 | 91
CC(c1ccccc1)n1c(=O)c2cc3c(=O)n(C(C)c4ccccc4)c(=O)c3cc2c1=O (stereo unspecified) | 95 | 100 | 105 | 96 | 99 | 102 | 90 | 99
Clc1ccc(C2c3ccccc3-c3nccn32)c(Cl)c1 (stereo unspecified) | 60 | 47 | 65 | 84 | 80 | 81 | 73 | 80
O=C1Nc2c(ccc(Cl)c2Cl)/C1=C/c1cc(Br)c(O)c(Br)c1 | 47 | 23 | 33 | 29 | 40 | 73 | 26 | 51
Cc1c(O)cccc1Cl | 94 | 106 | 104 | 104 | 98 | 131 | 101 | 92
C[N+](C)(C)CCCSC1=NCCN1 | 89 | 103 | 106 | 104 | 77 | 93 | 87 | 74
Cc1ccc(O)c(C(=O)c2c[nH]c(=O)c(-c3ccccc3)c2)c1 | 95 | 102 | 101 | 104 | 109 | 102 | 86 | 101
O=C(NCc1ccco1)Nc1cccc([N+](=O)[O-])c1 | 100 | 106 | 97 | 118 | 64 | 98 | 91 | 96
O=S(=O)(O)c1cc(S(=O)(=O)O)c2cc(O)ccc2c1 | 112 | 105 | . | 115 | 109 | 101 | 103 | 104
COc1cc(-c2nn(C(=O)NCCN3CCOCC3)cc2-c2ccncc2)ccc1Cl | 106 | 102 | 101 | . | 108 | 109 | 97 | 108
O=C(CSc1ccc(Cl)cc1)Nc1ccc(-c2nc3ccccc3s2)cc1 | 92 | 90 | 102 | 116 | 115 | 152 | 90 | 92
CC(=O)Oc1ccc(/C(C)=N/NC(=O)C(C)SC(C)C(=O)N/N=C(\C)c2ccc(OC(C)=O)cc2)cc1 (stereo unspecified) | . | 99 | 109 | 78 | 95 | 122 | 94 | 102
CCOC(=O)CCN1C(=O)CCC1C(=O)OCC (stereo unspecified) | 115 | 98 | 106 | 99 | 90 | 91 | 94 | 93
FC(F)(F)c1cccc(-c2ccc(-c3nn4c(-c5ccccc5)nnc4s3)o2)c1 | 101 | 99 | 97 | 103 | 96 | 118 | 92 | 91
Cc1ccc(S(=O)(=O)NN=C(c2ccc(Cl)cc2)c2ccc(S(C)(=O)=O)cc2)cc1 | 96 | 99 | 97 | 97 | 105 | 98 | 89 | 106
C[C@@H]1C[C@H]2C(=O)O[C@@H](C)C(NC(=O)[C@H](Cc3cc(F)cc(F)c3)NC(=O)Nc3ccc(Cl)cc3F)C(=O)N3CCC[C@H]3C(=O)N3CCCC[C@H]3C(=O)N[C@@H](CO)C(=O)N2C1 (stereo partly specified) | 31 | -2.8* | 21 | 46 | 16 | . | 30 | 26
Cc1cc(C)c(S(=O)(=O)Oc2ccccc2[N+](=O)[O-])c(C)c1 | 48 | 6.2* | 14 | 21 | 32 | 7.7* | 25 | 31
CC(=O)OCC1(C)CCC(C)CO1 (stereo unspecified) | . | 103 | 112 | 104 | 100 | 125 | 108 | 91
O=c1c2c(cc3c(O)[nH]c(=S)n13)-c1ccccc1N=2 | 96 | 109 | 103 | 94 | 103 | 117 | 98 | 102
Cc1[nH]c2ccccc2c1CCNC(=O)c1ccc(-c2nn[nH]n2)cc1 | 94 | 97 | 95 | 95 | 95 | 100 | 89 | 100
CCCCNCCOc1cccc(C)c1 | 96 | 107 | 97 | 91 | 86 | 91 | 99 | 88
COc1cccc(-c2nn(-c3ccccc3)cc2-c2ccnc(NCCN3CCOCC3)c2)c1 | 62 | 42 | 96 | 87 | 103 | 83 | 52 | 76

Shown with two lines to a compound: part of the list above
Fields: EKVX	SK-MEL-5	M14	MALME-3M	UACC-257	SK-MEL-2	UACC-62	A549/ATCC
Cc1ccc(O)c(C(=O)c2c[nH]c(=O)c(-c3ccccc3)c2)c1
    95	102	101	104	109	102	86	101
O=C(NCc1ccco1)Nc1cccc([N+](=O)[O-])c1
    100	106	97	118	64	98	91	96
O=S(=O)(O)c1cc(S(=O)(=O)O)c2cc(O)ccc2c1
    112	105	.	115	109	101	103	104

Carrying on:
SMILES | EKVX | SK-MEL-5 | M14 | MALME-3M | UACC-257 | SK-MEL-2 | UACC-62 | A549/ATCC
C=CC1=NC(C)(C)CC(C)O1 (stereo unspecified) | . | 105 | 112 | 107 | 95 | 112 | 100 | 104
COc1c2ccoc2cc2oc(=O)ccc12 | 73 | 99 | 108 | 119 | 98 | 110 | 89 | 89
O=C(c1ccc(O)cc1)[C@@H]1[C@@H]2CCCN2[C@]2(C(=O)N(C(=O)c3cccc(Br)c3)c3ccccc32)[C@H]1c1ccc(F)cc1 | 83 | 97 | 93 | 92 | 100 | 100 | 75 | 100
CC(=O)CC(=O)OC/C=C(/C)CCC=C(C)C | . | 100 | 101 | 121 | 106 | 126 | 98 | 105
CCN(CC)CCOC(=O)c1cc(OC)c(OC)c(OC)c1 | 98 | 100 | 94 | 89 | 93 | 103 | 100 | 100
COc1ccc2nc(-c3c(-c4ccc(F)cc4)nc4ncccn34)[nH]c2c1 | . | 87 | 103 | 110 | 97 | 104 | 92 | 96
O=C(Nc1cccc(Cn2c(=O)[nH]c3ccc(Oc4ncccn4)cc3c2=O)c1)Nc1c(Cl)cccc1Cl | 95 | 100 | 99 | 88 | 100 | 103 | 96 | 107
COC1OC(CO)C(OC(C)=O)C(OC(C)=O)C1OC(C)=O (stereo unspecified) | 104 | 102 | 106 | 96 | 95 | 108 | . | 96
CCCN1CCN(CCCO)CC1C (stereo unspecified) | 111 | 107 | 100 | 96 | 100 | 122 | 94 | 86
COc1ccc(-c2cccc3cc4c(cc23)OCO4)cc1 | 82 | 94 | 97 | 99 | . | 104 | 82 | 70
CN1C(=O)N(C)C2NC(N/N=C/c3ccc(Br)cc3)=NC21 (stereo unspecified) | 100 | 101 | 99 | 97 | 102 | 108 | 96 | 99
CC1=NCC(C)(C)S1 | 99 | 103 | 95 | 109 | 77 | 97 | 96 | 82
Nc1nc2c([N+](=O)[O-])cccc2s1 | 95 | 103 | 100 | 101 | 94 | 101 | 93 | 93
Cc1ccc2nc(-c3ccc(-c4nnc(SCC(=O)Nc5ccccc5)o4)cc3)[nH]c2c1 | 95 | 90 | . | 96 | 108 | 107 | 103 | 101
O=C(Nc1ccccc1)Nc1cc(=O)[nH]c(SCC(=O)N2CCN(c3cc4c(cc3F)c(=O)c(C(=O)O)cn4C3CC3)CC2)n1 | 109 | 104 | 99 | 95 | 93 | 92 | 90 | 84
O=c1[nH]c2ccccc2cc1CSc1ccccc1Nc1nccc(-c2ccc3ccccc3c2)n1 | 70 | 83 | 100 | 84 | 121 | 110 | 68 | 79

Grouped by structure: those above containing a furan ring, fused or not.
SMILES | EKVX | SK-MEL-5 | M14 | MALME-3M | UACC-257 | SK-MEL-2 | UACC-62 | A549/ATCC
O=C(NCc1ccco1)Nc1cccc([N+](=O)[O-])c1 | 100 | 106 | 97 | 118 | 64 | 98 | 91 | 96
FC(F)(F)c1cccc(-c2ccc(-c3nn4c(-c5ccccc5)nnc4s3)o2)c1 | 101 | 99 | 97 | 103 | 96 | 118 | 92 | 91
COc1c2ccoc2cc2oc(=O)ccc12 | 73 | 99 | 108 | 119 | 98 | 110 | 89 | 89

Source: PubChem BioAssay (NCI)
